# AT treatment – qHTS Assay for Identifying a Potential Treatment of Ataxia-Telangiectasia | […] A-T fibroblasts, KAP-1 phosphorylation AlphaLISA; neocarzinostatin DNA damage 30 min before lysis | Potency, µM (highest dose often 57.5 µM), for the others: at the highest dose activation, usual class: activators | hit rate 0.19% among 320,000 | AID 485349, 2010; also: potency is read from the fitted curve at half-maximal effect; % of control where 0% means no effect; nearly all actives have a fitted effect of over 45% in size
#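 ATM-like activity read as KAP-1 phosphorylation via AlphaLISA donor/acceptor antibody pairs after lysis and 6 hr at 25C. Cells were ATM-null patient fibroblasts ([…], hTERT), dosed 60 min, then exposed to the DSB inducer NCS for 30 min.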
# TSHR antag – Antagonists of the Thyroid Stimulating Hormone Receptor: HTS campaign; TSHR-expressing cells, TSH-stimulated cAMP HTRF, 2 h; active compounds read low; AID 504810, 2011; hit rate 0.2% among 330,000; activity change, negative = inhibition, % at 11.5 µM; Thyrotropin receptor (Homo sapiens), P16473;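 active = activity change below a set negative limit, meaning inhibition stronger than a set level, cut at about -70% in these data; inconclusive = activity change between two set negative limits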; also: % is scaled to controls: 0 for no effect and ±100 for the full control effect
#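 Antagonism was scored as loss of TSH-driven cAMP in TSHR cells, stimulated with 4nM TSH (EC80) for 2 hours at 37 deg C and detected by homogeneous HTRF competition immunoassay.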
# Eya2 inh – qHTS Assay for Inhibitors of the Phosphatase Activity of Eya2; Protein phosphatase EYA2 (Homo sapiens), O00167; recombinant Eya2, OMFP fluorescence dephosphorylation (OMFP is methylfluorescein phosphate); Potency, µM (highest dose often 76.9 µM), for the others: at the top dose activity, negative = inhibition, usual class: inhibitors; hit rate 0.006% among 330,000; AID 488837, 2010; also: potency is read from the fitted curve at half-maximal effect; % is scaled to controls: 0 for no effect and ±100 for the full control effect
#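 Eya2 (0.2 uM) preincubated 10 min at ambient with compound, then OMFP substrate added at 50 uM; 10 min reaction in 50 mM HEPES pH 7.5, 50 mM NaCl, 5 uM MgCl2, 0.05% BSA, 1 mM DTT. Fluorescence read at Ex 485/Em 525 nm.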
# ELG1 DNA repair – qHTS screen for small molecules that inhibit ELG1-dependent DNA repair in human embryonic kidney (HEK293T) cells expressing luciferase-tagged ELG1. HEK293T ELG1-luciferase reporter, luminescence, 16 h; DNA damage induced by 5-fluorouridine. Potency, µM (highest dose often 46.1 µM), for inactives: at the highest dose activity change, negative = inhibition, most hits filed as inhibitors. hit rate 2.3% among 330,000; also: potency is read from the fitted curve at half-maximal effect; % is scaled to controls: 0 for no effect and ±100 for the full control effect; nearly all actives have a fitted effect of over 55% in size
#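 Cells (2,000 per well) received 5-fluorouridine plus test compound or DMSO and were incubated 16 hr at 37 °C, 5% CO2. Luciferase activity was read by luminescence 30 min after ONE-Glo addition; signal suppression marked inhibition of damage-induced ELG1 function.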
# TCR activator – Activators of T cell receptors: qHTS campaign | primary human leukocytes, anti-CD3, IL-2 HTRF, 48 h | Potency, µM (highest dose often 9.22 µM), for inactives: at the highest dose activation of IL-2 secretion, hits mostly activators | 330,000 tested, under 10 active; also: % of control where 0% means no effect
#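 IL-2 produced over 48 hr by a-CD3 bead-stimulated primary human leukocytes exposed to compounds was detected with a homogeneous time-resolved FRET immunoassay, 665nm acceptor signal after 320nm excitation.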
# Mito fusion act – qHTS Assay for Small Molecule Inhibitors of Mitochondrial Division or Activators of Mitochondrial Fusion; S. cerevisiae fusion-defective mutant growth rescue, CellTiterGlo 48 h; AID 485298, 2010; Potency, µM (doses to about 46.1 µM), for inactives: top-dose growth rescue (activation), hits mostly activators; hit rate 0.23% among 320,000;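 also: potency is read from the fitted curve at half-maximal effect; % of control where 0% means no effect; nearly all actives have a fitted effect of over 45% in size; temperature-sensitive fusion mutants such as fzo1-1 at 37 °C on non-fermentable ethanol glycerol medium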
#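 Compounds are tested for their ability to restore growth of mitochondrial fusion-defective yeast strains at non-permissive 37C in YPEG medium over 48 hours. Viability is quantified by luciferase luminescence.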
# KCNH2 3.1 inh – qHTS for Inhibitors of KCHN2 3.1: Mutant qHTS; hit rate 0.95% among 340,000; Potassium voltage-gated channel subfamily H member 2, brain isoform KCNH2 3.1 (human); U2OS KCNH2 3.1, thallium flux FluxOr; active compounds read low; activity change, % (tested at about 1.8 µM); AID 720553, 2013;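 active = maximum activity change below -70%; inconclusive = maximum activity change from -70% to -50%; inactive = maximum activity change above -50%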;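 also: thallium influx rate constant from kinetic fluorescence after stimulation buffer; % is scaled to controls: 0 for no effect and ±100 for the full control effect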
#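 Kinetic fluorescence (2 min after stimulation buffer) measures Tl+ influx through KCNH2 3.1 expressed by viral transduction in U2OS cells; the rate constant is normalized against DMSO controls serving as positive and negative references.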
# TRPV1 agonist – HTS Assay for Compounds that Act as Agonists of the Vanilloid Receptor 1; Transient receptor potential cation channel subfamily V member 1 (Homo sapiens), Q8NER1; TRPV1-expressing cells, Fluo-8 calcium influx, agonist mode; hit rate 0.19% among 320,000; AID 540275, 2011; activation, % at 8.33 µM; in the data active = activation above about 80%; inconclusive = between about 30% and that limit; also: 0% is about no effect
#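 TRPV1-expressing cells were cultured overnight at 35.5C and loaded with Fluo-8 calcium dye for 40 to 90 min at room temperature. After a 10 s baseline, compound was added and calcium influx was read kinetically for 3 min (ex 480/em 520 nm).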
# USP2a block – qHTS Assay for Inhibitors of Ubiquitin-specific Protease USP2a Using CHOP2 as the Reporter; Potency, µM (titrated, usually from 38.3 µM), for inactives: at the top dose activity change, negative = inhibition, most hits filed as inhibitors; USP2 core, Ub-CHOP2 coupled fluorogenic reporter, 485/531; hit rate 0.01% among 330,000; Ubiquitin carboxyl-terminal hydrolase 2 (Homo sapiens), O75604;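 also: potency is read from the fitted curve at half-maximal effect; plate controls were DMSO wells for no effect and full inhibition by NEM control for full effect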
#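 Deubiquitinase activity read as fluorescence (485/531 nm) after Ub-CHOP2 cleavage activates the enterokinase reporter on its substrate; USP2 core 10nM, Ub-CHOP2 and substrate 25nM each, 30min compound preincubation then 60min RT; data normalized to NEM, curves fitted.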
# hERG WT inh – qHTS for Inhibitors of KCHN2 3.1: Wildtype qHTS; Voltage-gated inwardly rectifying potassium channel KCNH2 (Homo sapiens), Q12809; U2OS, BacMam KCNH2, thallium flux FluxOr; active compounds read low; activity change, % at 1.84 µM; hit rate 0.37% among 340,000;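 active = maximum activity change below -70%; inconclusive = maximum activity change between -70% and -50%; inactive = maximum activity change above -50%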; also: % is scaled to controls: 0 for no effect and ±100 for the full control effect
# Target sequence (Q12809 whole entry, looked up): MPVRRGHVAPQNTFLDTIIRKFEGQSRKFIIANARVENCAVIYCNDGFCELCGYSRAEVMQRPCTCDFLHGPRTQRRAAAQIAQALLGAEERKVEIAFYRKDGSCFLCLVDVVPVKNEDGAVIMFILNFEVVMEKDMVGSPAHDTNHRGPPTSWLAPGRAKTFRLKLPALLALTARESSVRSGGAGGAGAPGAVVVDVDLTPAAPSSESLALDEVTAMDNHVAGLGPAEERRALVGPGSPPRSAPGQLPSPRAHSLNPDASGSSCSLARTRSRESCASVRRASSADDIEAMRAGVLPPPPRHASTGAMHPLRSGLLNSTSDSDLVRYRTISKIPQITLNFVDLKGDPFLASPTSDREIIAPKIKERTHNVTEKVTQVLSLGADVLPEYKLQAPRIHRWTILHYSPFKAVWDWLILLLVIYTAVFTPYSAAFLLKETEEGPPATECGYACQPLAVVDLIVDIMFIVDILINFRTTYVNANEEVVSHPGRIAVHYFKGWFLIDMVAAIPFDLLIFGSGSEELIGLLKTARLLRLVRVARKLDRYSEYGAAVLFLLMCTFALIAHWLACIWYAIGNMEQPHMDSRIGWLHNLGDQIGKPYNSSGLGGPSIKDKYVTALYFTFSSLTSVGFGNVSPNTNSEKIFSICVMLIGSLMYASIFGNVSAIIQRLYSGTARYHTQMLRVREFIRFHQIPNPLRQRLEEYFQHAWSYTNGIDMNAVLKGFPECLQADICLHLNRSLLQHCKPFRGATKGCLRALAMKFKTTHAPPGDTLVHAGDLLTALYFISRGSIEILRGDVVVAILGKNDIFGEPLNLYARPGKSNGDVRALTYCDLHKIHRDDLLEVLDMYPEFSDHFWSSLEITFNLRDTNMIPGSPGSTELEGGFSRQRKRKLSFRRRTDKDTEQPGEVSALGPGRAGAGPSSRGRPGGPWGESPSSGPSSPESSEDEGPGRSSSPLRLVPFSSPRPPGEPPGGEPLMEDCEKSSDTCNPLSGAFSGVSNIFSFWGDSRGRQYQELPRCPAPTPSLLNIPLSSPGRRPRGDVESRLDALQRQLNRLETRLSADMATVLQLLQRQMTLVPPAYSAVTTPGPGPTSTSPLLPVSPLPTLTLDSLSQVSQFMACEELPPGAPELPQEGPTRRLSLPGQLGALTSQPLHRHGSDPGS
#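 U2OS cells were transduced with wild-type KCNH2 virus (2.03 x 10^8 / mL) for 4 h at room temperature, then cultured overnight at 37 C. Thallium flux was read with FluxOr dye. Rate constants were normalized to DMSO controls.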
# Active calls of the source: *; ? = inconclusive; . = not tested or not shown; [ ] = dose if it differs, or a comment. Unless noted, calls follow the shape of the dose curve; as a rule, active = well fitted curve in the direction sought with a large enough effect; inconclusive = small, poorly fitted or top-dose-only effect, or another doubt; inactive = no such curve, though single readings can be large; an effect the other way counts as inactive or inconclusive. A portion of the library. The share of hits here may be higher or lower than overall.
# A first look (two entries):
item	Structure	AT treatment	TSHR antag	Eya2 inh	ELG1 DNA repair	TCR activator
1	O=C1NC(Cc2ccccc2)c2nc3cc(Cl)ccc3c(=O)n2-c2ccccc21 (configuration not stated)	2%	-8	1%	2%	.
2	CCOc1ccc(/C=N/NC(=O)CC(=O)Nc2ccc(Cl)c(Cl)c2)cc1	-7%	10	7%	-4%	0%[46.1 µM]

item	Mito fusion act	KCNH2 3.1 inh	TRPV1 agonist	USP2a block	hERG WT inh
1	.	.	.	2%	.
2	1%	-23	-1	0%	-15

# Results, previewed entries included:
item	Structure	AT treatment	TSHR antag	Eya2 inh	ELG1 DNA repair	TCR activator
1	O=C1NC(Cc2ccccc2)c2nc3cc(Cl)ccc3c(=O)n2-c2ccccc21 (configuration not stated)	2%	-8	1%	2%	.
2	CCOc1ccc(/C=N/NC(=O)CC(=O)Nc2ccc(Cl)c(Cl)c2)cc1	-7%	10	7%	-4%	0%[46.1 µM]
3	Cc1sc2ncn(CC(=O)OC(C)C)c(=O)c2c1C	0%	-6	1%	12%	.
4	Cc1cccn2c(=O)c3cc(C(=O)NCCN4CCOCC4)c(=N)n(Cc4ccc(F)cc4)c3nc12	-8%	-8	1%	-19%	5%
5	CCn1c(CNC(=O)c2cccc(C)c2)nnc1SCC(=O)Nc1cccc(OC)c1	-2%	1	-20%	2%	.
6	CCOCCCNC(=O)/C(C#N)=C/c1ccc(-c2ccc(S(=O)(=O)N3CCOCC3)cc2)o1	-9%	-14	4%	?	-2%[46.1 µM]
7	CCOc1ccccc1OCCCC(=O)Nc1ccc(Cl)c(S(=O)(=O)N2CCOCC2)c1	-2%	-35	-9%	?	-13%
8	Cc1ccc(OCc2cc(C(=O)NCc3cc(F)ccc3C)no2)cn1	9%	-19	-20%	?	7%
9	O=c1c(-c2ccccc2)c(O)c2ccccc2n1-c1ccccc1	-7%	0	2%	-13%	3%
10	CCCCC#Cc1ccc(C(=O)NNC(=O)Nc2ccccc2)o1	1%	16	13%	2%	-1%
11	CCn1ccnc1CN1CCc2c([nH]c3ccccc23)C1C(C)(C)C (configuration not stated)	-9%	1	0%	-14%	2%
12	O=C(CSc1ccc(-c2cccnc2)nn1)N1CCCc2ccccc21	-3%	-11	-1%	0%	.

item	Mito fusion act	KCNH2 3.1 inh	TRPV1 agonist	USP2a block	hERG WT inh
1	.	.	.	2%	.
2	1%	-23	-1	0%	-15
3	2%	.	-2	2%	.
4	-2%	9	?	5%	-12
5	-1%	-2	-1	3%	3
6	21%	-14	9	1%	-3
7	3%	7	21	-7%	0
8	1%	2	16	0%	8
9	?	-72*	-3	-1%	-18
10	3%	10	-1	0%	-5
11	-1%	-45	11	3%	-8
12	-4%	.	6	1%	.

# Reprinted from the part before: two compounds, followed by the next part.
item	Structure	AT treatment	TSHR antag	Eya2 inh	ELG1 DNA repair	TCR activator
11	CCn1ccnc1CN1CCc2c([nH]c3ccccc23)C1C(C)(C)C (configuration not stated)	-9%	1	0%	-14%	2%
12	O=C(CSc1ccc(-c2cccnc2)nn1)N1CCCc2ccccc21	-3%	-11	-1%	0%	.
13	O=C(CS(=O)CC(=O)Nc1cnc2ccccc2c1)Nc1ccc(Cl)cc1 (configuration not stated)	0%	-3	-14%	-6%	-2%
14	Cc1onc(-c2c(Cl)cccc2Cl)c1C(=O)NCC1CCCO1 (configuration not stated)	-4%	-1	5%	15%	-6%
15	COc1ccc(NC(=O)c2ccccc2C)cc1	6%	4	-3%	?	0%
16	CCc1nnc(NS(=O)(=O)c2ccc(NC(=O)CCC(=O)OC)cc2)s1	1%	4	3%	-10%	7%
17	COc1ccc(-c2nnn(CC(=O)N(CC(=O)NCCC(C)C)c3ccccc3)n2)cc1OC	7%	-10	-11%	?	.
18	Cc1cc(NC(=O)C(C)SCC(=O)Nc2cc(C(F)(F)F)ccc2N2CCCCC2)no1 (configuration not stated)	-18%	-18	-11%	?	-3%
19	CCc1cccc2c(C=C(C#N)C#N)cn(CC(=O)N3CCCC3)c12	-5%	3	11%	15%	1%
20	O=S(=O)(NCC(O)COCc1ccco1)c1cccs1 (configuration not stated)	1%	9	19%	6%	6%
21	Cc1c(C(=O)N2CCN(c3ccccc3)CC2)oc2c(Cl)cccc12	?	-17	-4%	-14%	.
22	O=C(NCCN1CCCc2ccccc21)C1CCC(=O)N(CCc2ccccc2)C1 (configuration not stated)	12%	-8	-10%	17%	6%
23	Clc1ccc(CO/N=C/c2cccs2)cc1	10%	32	15%	0%	3%
24	CCn1nnc2cc(C(=O)Nc3cc(OC)cc(OC)c3)ccc21	0%	-5	10%	?	4%

item	Mito fusion act	KCNH2 3.1 inh	TRPV1 agonist	USP2a block	hERG WT inh
11	-1%	-45	11	3%	-8
12	-4%	.	6	1%	.
13	-2%	24	-4	3%	5
14	-13%	-21	0	0%	-3
15	-1%	-3	-1	0%	-2
16	1%	6	1	3%	45
17	9%	-7	0	2%	-5
18	27%	-20	-5	-12%	-3
19	-5%	-8	.	3%	14
20	0%	16	-2	0%	24
21	?	-3	11	-7%	13
22	-2%	-4	2	3%	3
23	-4%	-6	4	-1%	-3
24	-2%	-9	0	2%	-6

# Next part:
item	Structure	AT treatment	TSHR antag	Eya2 inh	ELG1 DNA repair	TCR activator
25	CN(C)c1ccc(S(=O)(=O)NCC(=O)N2CCN(c3ccccc3)CC2)cc1[N+](=O)[O-]	2%	0	-18%	17%	0%
26	CCOC(=O)c1sc(C)c2c1NC(c1ccc(Cl)cc1)NC2=O (configuration not stated)	22%	-5	11%	0%	-2%
27	COc1cc(C(=O)NCC(c2ccccc2)N(C)C)ccc1OCc1c(C)noc1C (configuration not stated)	-2%	4	0%	15%	-2%
28	COc1ccc(-c2nnc(SCC(=O)O)n2C)cc1OC	2%	0	11%	12%	3%
29	Cc1cc(C)c2c(CC(=O)O)c(C)[nH]c2c1	0%	1	3%	7%	0%
30	Fc1ccccc1NC(=S)NN(Cc1ccccc1)c1ccccc1	3%	-1	1%	-4%	3%
31	CC(=O)c1ccc(S(=O)(=O)N(C)CC(=O)NCC2CCCCC2)cc1	-1%	-7	-3%	-2%	0%
32	Clc1ccc(Cn2ncc3c(N4CCCC4)ncnc32)cc1	-9%	-7	-5%	?	2%
33	Cc1cc(Cl)ccc1NC(=S)NCc1ccc(Cl)cc1	3%	-4	-20%	-7%	3%
34	C[C@@]12CCC3[C@@](CCC4[C@@]3(C)CCC[C@@]4(C)C(=O)N3CCOCC3)(CC1=O)C2 (some centres not stated)	13%	13	3%	?	2%
35	CCN(CC(=O)Nc1c(F)cccc1F)C(=O)CCCc1nc2ccccc2c(=O)[nH]1	7%	20	-5%	16%	-8%
36	Fc1ccc(Nc2ncnc3sccc23)cc1	10%	-16	4%	-3%	3%

item	Mito fusion act	KCNH2 3.1 inh	TRPV1 agonist	USP2a block	hERG WT inh
25	-2%	-5	0	2%	-1
26	2%	.	2	0%	-6
27	-7%	5	-1	2%	-6
28	-5%	15	-1	0%	-4
29	0%	-10	-1	3%	2
30	5%	5	16	2%	-2
31	2%	-6	7	-1%	0
32	4%	-2	19	4%	-3
33	7%	-1	?	2%	-2
34	.	-5	.	2%	-6
35	-4%	-6	2	-1%	-6
36	-1%	-14	?	3%	-2

# Next part.
item	Structure	AT treatment	TSHR antag	Eya2 inh	ELG1 DNA repair	TCR activator
37	Cc1ccccc1NCC(=O)N/N=C/c1ccc([N+](=O)[O-])cc1	-2%	5	4%	1%	-1%[46.1 µM]
38	Cc1sc2nc(CN3CCCC3)nc(N3CCC(C(N)=O)CC3)c2c1C	-1%	5	7%	-22%	-3%
39	COc1ccc(CCN(C(=O)C(F)(F)F)C(C(=O)NC2CCCCC2)c2ccc(C)s2)cc1OC (configuration not stated)	2%	-2	-1%	-4%	.
40	CS(=O)(=O)N(CC(=O)Nc1ccc(Br)cc1F)C1CCCCC1	-1%	19	6%	-8%	3%

item	Mito fusion act	KCNH2 3.1 inh	TRPV1 agonist	USP2a block	hERG WT inh
37	.	-112*	8	-1%	-12
38	-2%	-18	5	2%	-17
39	-8%	16	4	0%	32
40	-6%	-9	3	0%	7

# High-throughput results as filed in PubChem BioAssay.
